Hep lipid drop: modulators of hepatic lipid droplet formation | AML12 mouse hepatocytes, oleate lipid droplets, BODIPY imaging | actives 0.4% (n = 240,000) | AID 1656 | inhibition, % at 6.5 µM;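 active = lipid droplet intensity inhibited by at least 50%, with more than 500 cells counted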
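Material – AML12 mouse liver cells · Also added – oleate loading, 100 µM · Compound dosing – 6.5 µM single-point dosing · Times – overnight treatment with compound plus oleate · Measured by – fluorescence imaging, 20x objective, two fields per well · Read-out – percent inhibition of filter-corrected integrated lipid droplet intensity per well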
T cell HTS: T cell immune modulators affecting CD8 T cell-vesicle binding; actives 0.068% (n = 330,000); calls only at 7 µM; AID 2052; 2C CD8+ T cell-vesicle binding, flow cytometry; stronger effect = lower value;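 active = response, share of CD8 T cells binding vesicles, and their 90th percentile fluorescence all below set limits, cut at about 80% in these data, passing the limit was not always enough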
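material = purified 2C TCR transgenic mouse naive CD8+ T cells | controls = Unloaded micro-vesicles (low), QL9 vesicles with 0.7% DMSO (high) | detection = cytometric PE anti-B7-1 and Alexa647 anti-CD8 signals after 1% paraformaldehyde fixation | incubation = binding step 1.5 h, 37 °C, antibody labelling 20 min, ice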
Hep lipid drop cells 6.5 µM: also measured in Hep lipid drop; calls as there; cell count; measured here: cell count, cytotoxicity flag;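 cells counted across two imaged fields per well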
T cell HTS vesicle-bound %: second read-out of T cell HTS, no call of its own (marks repeat the call); double positive events, %; measured here: CD8+ vesicle-bound cell fraction;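 binding gate set so that unloaded-vesicle control wells show 10% double positive cells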
The depositor's hits bear a star; i = inactive; / = no result given. Not all compounds are listed; count on the stated rates, not on these rows.

SMILES	Hep lipid drop	Hep lipid drop cells 6.5 µM	T cell HTS	others
Cc1cc(Br)c(NC(=O)CN2CCCC2)c(Br)c1	13.1	803	/
O=C(CN1CCC(NC(=O)C2CCCCC2)CC1)Nc1cccc(F)c1	-5.5	749	/
CC(=O)c1ccc2c(c1)c(C#N)c1ccccc1[n+]2[O-]	8.1	835	/
O=C(CCN1C(=O)c2ccccc2S1(=O)=O)Nc1ccccc1F	-13.5	810	/
COc1cccc(NC(=O)CSc2nnnn2C2CCCCC2)c1	21.4	740	/
COc1ccccc1N1CCN(C(=O)c2c(-c3c(F)cccc3Cl)noc2C)CC1	-8.5	846	/
O=C(CSc1nc(NS(=O)(=O)c2ccccc2)cc(=O)[nH]1)Nc1ccccc1Cl	-3.5	744	/
O=C(Nc1cccc(O)c1)c1cccc(S(=O)(=O)N2CCCCCC2)c1	10.5	755	/
O=C(Nc1cccc(NC(=O)c2ccc(Br)o2)c1)c1ccccc1	-7.4	725	/
COc1cc(C(C(=O)NC2CCCCC2)N(C(=O)c2cnccn2)c2ccccc2)cc(OC)c1OC (stereo unspecified)	-3.2	720	/
CCOCc1nnc(NC(=O)c2c(-c3ccccc3)noc2C)s1	-3.5	697	/
CCOC(=O)C1CCCN(C(=O)CCCn2nnnc2CN2CCOCC2)C1 (stereo unspecified)	16.8	668	/
COc1ccc(NC(=O)c2ccco2)cc1NC(=O)c1cccc(F)c1	-3.3	717	/
Cc1c(OC(C(=O)O)c2ccccc2)ccc2c3c(c(=O)oc12)CCC3 (stereo unspecified)	-0.1	808	/
COc1ccccc1N(C(=O)c1snc(C(N)=O)c1N)C(C(=O)NCc1ccccc1)c1ccc(O)cc1 (stereo unspecified)	10.9	812	/
COc1ccc(NC(=S)NC(=O)c2ccccc2)cn1	0.1	799	/
CCOc1ccccc1N(C(=O)c1snc(C(N)=O)c1N)C(C(=O)NCc1ccccc1)c1ccc(O)cc1 (stereo unspecified)	-24.9	775	/
Cc1ccc(Cn2nc3c4cc(F)ccc4n(Cc4ccc(F)cc4)cc-3c2=O)cc1	-13.5	791	/
CCn1cc(C(=O)NN)c(=O)c2cc(F)c(NC3CCCCC3)cc21	-38.4	729	/
Cn1ncc([N+](=O)[O-])c1C(=O)NC1CCCCCC1	0.7	809	/
O=S(=O)(NNc1cccc(Cl)n1)c1ccc(Cl)cc1	-1.8	814	/
COc1ccc(NC(=O)CN2CCN(CC(=O)Nc3ccccc3OC)CC2)c(OC)c1	4.5	802	/
O=C(O)c1cccc(NS(=O)(=O)c2ccc(S(=O)(=O)N3CCOCC3)cc2)c1	10.3	846	/
COc1ccc(C(=O)NC2CC2)cc1OC1CCN(Cc2ccc(NC(C)=O)cc2)CC1	0.2	711	/

The final 2 records of the section above lead into the next.
SMILES	Hep lipid drop	Hep lipid drop cells 6.5 µM	T cell HTS	others
O=C(O)c1cccc(NS(=O)(=O)c2ccc(S(=O)(=O)N3CCOCC3)cc2)c1	10.3	846	/
COc1ccc(C(=O)NC2CC2)cc1OC1CCN(Cc2ccc(NC(C)=O)cc2)CC1	0.2	711	/
COc1ccc2[nH]c(C(=O)N3CCNCC3)cc2c1OC	-7.4	833	/
O=C(CCc1ccccn1)N1CCCC(N2CCN(c3ccc(F)cc3)CC2)C1 (stereo unspecified)	-7.6	825	/
CCOc1cccc(C2C(C(=O)c3ccc(C)o3)=C(O)C(=O)N2Cc2ccccc2)c1 (stereo unspecified)	-0.6	849	/
CCc1cc(CNC(=O)C2CCC(=O)N(CCc3cccc(F)c3)C2)on1 (stereo unspecified)	-1.8	828	/
CCc1ccccc1N(C(=O)c1snc(C(N)=O)c1N)C(C(=O)NCC1CCCO1)c1ccc(OC)c(OC)c1 (stereo unspecified)	-4.0	755	/
COc1cccc(CCNC(=O)C2CCC(=O)N(C3CC3)C2)c1OC (stereo unspecified)	-0.6	706	/
Cc1ccc(S(=O)(=O)N2CC(=O)Nc3ccccc32)c(C)c1NS(C)(=O)=O	10.3	828	/
Cc1ccc(C(=O)N2CC(=O)Nc3ccc(C)cc3C2c2ccccc2)cc1 (stereo unspecified)	-3.2	862	/
COc1ccccc1N(CC(=O)NC1CCCC1)C(=O)CCCC(=O)Nc1ccccn1	-3.2	797	/
Cc1oncc1C(=O)Nc1cccc2ccccc12	-11.3	853	/
O=C(NCCc1cccc(F)c1)C1CCC(=O)N(C2CCCCCC2)C1 (stereo unspecified)	-2.0	701	/
CC(=O)c1ccc(OCC(=O)NC2CCCN(Cc3ccccc3F)C2)cc1 (stereo unspecified)	2.3	750	/
CN1C(=O)/C(=C\c2cccc(OCc3ccccc3)c2)SC1=S	12.0	809	/
COc1ccc(CN2CCNC(=O)C2CC(=O)N(C)CC2CCOCC2)cc1C (stereo unspecified)	-13.5	817	/
O=c1[nH]c(C2CCN(S(=O)(=O)c3ccc4c(c3)OCCO4)CC2)nc2c1nnn2Cc1ccccc1	-9.6	774	/
COc1cccc(NC(=O)N2CCC(NC(=O)C(Cc3ccccc3OC)NC(C)=O)CC2)c1 (stereo unspecified)	29.8	780	/
COc1ccc(CC(NC(C)=O)C(=O)NC2CCN(C(=O)c3ccc(Cl)cc3)CC2)cc1 (stereo unspecified)	1.6	767	/
CN(Cc1cccc2cnccc12)C(=O)c1cc(COc2ccc(F)cc2F)on1	-1.7	822	/
CCn1cc([N+](=O)[O-])c(C(=O)N2CCCc3ccccc32)n1	-11.6	802	/
Cc1onc(-c2ccccc2)c1C(=O)N/N=C/c1ccccc1OC(C)C	1.2	696	/
COc1ccc(NC(=O)c2cc(C)no2)cc1OC	-7.7	819	/
COc1cccc(C(=O)COc2ccc(NC(=O)c3ccccc3)cc2)c1	-8.2	838	/
CCn1c(CO)nc2c1c(=O)[nH]c(=O)n2Cc1ccccc1	-12.9	835	/
Cc1nnc(NC(=O)CS(=O)(=O)Cc2ccccc2)s1	-19.6	786	/

Five structures from above, sorted by SMILES length, rising.
SMILES	Hep lipid drop	Hep lipid drop cells 6.5 µM	T cell HTS	others
Cc1nnc(NC(=O)CS(=O)(=O)Cc2ccccc2)s1	-19.6	786	/
COc1ccc(CN2CCNC(=O)C2CC(=O)N(C)CC2CCOCC2)cc1C (stereo unspecified)	-13.5	817	/
CN(Cc1cccc2cnccc12)C(=O)c1cc(COc2ccc(F)cc2F)on1	-1.7	822	/
COc1cccc(NC(=O)N2CCC(NC(=O)C(Cc3ccccc3OC)NC(C)=O)CC2)c1 (stereo unspecified)	29.8	780	/
O=c1[nH]c(C2CCN(S(=O)(=O)c3ccc4c(c3)OCCO4)CC2)nc2c1nnn2Cc1ccccc1	-9.6	774	/

The listing continues:
SMILES	Hep lipid drop	Hep lipid drop cells 6.5 µM	T cell HTS	others
CN1CCN(C(=O)CN(C2CCCCC2)S(=O)(=O)c2ccccc2)CC1	-25.4	744	/
COc1ccccc1-c1cc(C(=O)N/N=C/c2ccc(C)o2)c2ccccc2n1	-20.0	799	/
CN(C)c1cccc(NC(=O)NC2(C)CCS(=O)(=O)C2)c1 (stereo unspecified)	13.5	772	/
CCc1cc2c(=O)c(-c3nc4ccccc4n3C)coc2c(CN2CCC(C)CC2)c1O	4.3	804	/
O=C(NCc1ccc(OC(F)(F)F)cc1)C1CCC(=O)N(C2CC2)C1 (stereo unspecified)	6.0	824	/
COc1cc(/C=C\C(=O)O)cc(S(=O)(=O)N2CCCCCC2)c1OC	4.6	852	/
Cc1oc2cc3oc(=O)c(CC(=O)NCCC(=O)O)c(C)c3cc2c1C	-4.9	771	/
COC(=O)c1ccc(NC(=O)C2CCCN2C(=O)Nc2cccc(C(C)=O)c2)cc1 (stereo unspecified)	8.1	802	/
Cc1nc(N2CCN(Cc3ccc4c(c3)OCO4)CC2)[nH]c(=O)c1C	-0.1	800	/
C=CCOn1c(=O)c(-c2ccc(Cl)cc2)[n+]([O-])c2ccccc21	9.7	815	/
COc1ccc(C(=O)N2CC(=O)Nc3ccc(C)cc3C2c2ccccc2)cc1 (stereo unspecified)	-0.1	846	/
CCOc1ccc(NC(=O)CCS(=O)(=O)c2ccc(C)cc2)cc1	-34.8	779	/

2 compounds drawn at random from the list so far, as already listed:
SMILES	Hep lipid drop	Hep lipid drop cells 6.5 µM	T cell HTS	others
CN1CCN(C(=O)CN(C2CCCCC2)S(=O)(=O)c2ccccc2)CC1	-25.4	744	/
Cc1oc2cc3oc(=O)c(CC(=O)NCCC(=O)O)c(C)c3cc2c1C	-4.9	771	/

Going on with the list:
SMILES	Hep lipid drop	Hep lipid drop cells 6.5 µM	T cell HTS	others
CCNc1nc(SCC(N)=O)nc2sc3c(c12)CCN(C)C3	8.5	815	/
COc1ccc(C)cc1N(C(=O)c1snc(C(N)=O)c1N)C(C(=O)NC1CCCCC1)c1ccc(C)o1 (stereo unspecified)	-7.7	773	/
CC(Cc1ccccn1)NC(=O)c1ccc(OC2CCN(CCc3ccccc3)CC2)cc1 (stereo unspecified)	-4.7	815	/
CN1CCN(C2CCN(S(=O)(=O)c3ccc(C(C)(C)C)cc3)CC2)CC1	13.3	824	/
C/C(=N\NC(=O)c1cccc2ccccc12)c1ccccn1	-102.0	477	/
CC(C)Cc1ccc(CN2CCCC(NC(=O)c3nn(C)c(=O)c4ccccc34)C2)cc1 (stereo unspecified)	-36.9	793	/
COc1ccccc1NC(=O)CSc1nnc(C)s1	9.8	761	/
CC(C)Cn1c(-c2cccnc2)nc2c1c(=O)[nH]c(=O)n2CC(C)C	-9.5	806	/
COc1ccc(/C(O)=C2/C(=O)C(=O)N(c3ccccn3)C2c2ccc(C(C)C)cc2)cc1 (stereo unspecified)	1.9	840	/
CCOc1ccc(N(CC(=O)NC2CCCC2)C(=O)Cn2nnc(-c3ccc(C)o3)n2)cc1	-7.2	764	/
O=C(NCCOc1ccccc1F)C1CCC(=O)N(CC2CCCCC2)C1 (stereo unspecified)	-0.6	667	/
Cc1ccccc1NC(=O)CSc1nc2ccc(Nc3nc(N4CCOCC4)nc(N4CCOCC4)n3)cc2s1	29.3	745	/
Cc1ccc2nc(NCCc3ccccc3)c3nncn3c2c1	7.7	810	/
COc1ccc(-n2ncc3c(SCC(=O)NNC(C)=O)ncnc32)cc1	-3.6	839	/
COc1ccc(NC(=O)c2cc3c(CO)cnc(C)c3oc2=Nc2cccc(C)c2)c(OC)c1	20.8	787	/
Cc1nc(NC(=O)c2ccc(Br)o2)ccc1Br	-1.8	840	/
Cc1ccc(N2C(=O)N(CC(=O)Nc3cccc(Cl)c3)C(=O)C2C)cc1 (stereo unspecified)	/	/	i	T cell HTS vesicle-bound %=33.3
Cc1ccnn1-c1ccc(C(=O)NCC(c2ccco2)N2CCCC2)cc1 (stereo unspecified)	/	/	i	T cell HTS vesicle-bound %=31.3
CCCCCCCC1c2c(c(C)c(C)oc2=O)Oc2c(C)c(C)oc(=O)c21	/	/	i	T cell HTS vesicle-bound %=37.0
O=C(COc1ccc(Br)cc1)Nc1nnc(C2CC2)s1	/	/	i	T cell HTS vesicle-bound %=28.8
Cc1ccc(C)c(NC(=O)CN(C)C(=O)c2oc3c(Cl)cccc3c2C)c1	/	/	i	T cell HTS vesicle-bound %=29.2
COC(=O)[C@]1(C)N[C@H](CN(C)S(=O)(=O)c2ccc(C)cc2)[C@@H]2C(=O)N(C)C(=O)[C@@H]21	/	/	i	T cell HTS vesicle-bound %=11.8
CC(=O)c1sc(NC(=O)C2CCN(C(=O)c3ccc(F)cc3)CC2)nc1-c1ccccc1	/	/	i	T cell HTS vesicle-bound %=12.6
N#CC1(NC(=O)COC(=O)c2ccc(Cl)nc2)CCCCC1	/	/	i	T cell HTS vesicle-bound %=25.3
c1ccc(COc2ccc3nocc3c2)cc1	/	/	i	T cell HTS vesicle-bound %=58.9
O=[N+]([O-])c1cccc(-c2c(-c3ccccc3)ncc3cc(F)ccc23)c1	/	/	i	T cell HTS vesicle-bound %=62.1
Cc1cc(C)c(NC(=O)CN(C)CC(=O)Nc2cccc(S(=O)(=O)N(C)c3ccccc3)c2)c(C)c1	/	/	i	T cell HTS vesicle-bound %=41.7

Screening results as filed in PubChem.
